Screening results deposited in PubChem BioAssay by several laboratories.
MsrA act = bovine MsrA enzyme activators, primary screen, biochemical, absorbance, HTS | AID 602163, 2012 | 360,000 compounds, 0.3% hits | purified bovine MsrA, absorbance read-out | activation, % at 10.6 µM | Methionine sulfoxide reductase A (Bos taurus); in the data active means activation above about 7.5%;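 further: 0% = vehicle and 100% = reference activator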
SKN-1 inh = suppressors of acrylamide-induced Pgst-4::GFP reporter in worms, primary screen, SKN-1 inhibitor project, whole organism, uHTS, GFP/RFP fluorescence ratio, strain VP596 | C. elegans VP596 Pgst-4::GFP/RFP ratio, 24 h | inhibition, % at 21.8 µM | 360,000 compounds, 0.49% hits | AID 624304, 2012;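 active means interference check ratio from 0.5 to 1.5 plus GFP to RFP signal ratio inhibition reaching or exceeding a fixed threshold, cut at about 30% in these data, passing the limit was not always enough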; further: some compounds called inactive have numbers as strong as hits
Rin1-Abl PPI inh = inhibitors of Rin1-Abl protein binding, primary screen, biochemical, TR-FRET. Tyrosine-protein kinase ABL1 (Homo sapiens) + Ras and Rab interactor 1 (Homo sapiens), …. inhibition, % at 7.35 µM. 360,000 compounds, 0.4% hits. AID 588664, 2011; in the data active means inhibition above about 5%, passing the limit was not always enough
eLon inh = inhibitors of E. coli Lon protease, primary screen, biochemical, fluorescence polarization; inhibition, % at 7.94 µM; P0A9M0; AID 602123, 2011; 360,000 compounds, 0.42% hits; purified E. coli Lon protease; in the data active means inhibition above about 13%, passing the limit was not always enough;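 further: 0% = enzyme with probe and DMSO and 100% = no enzyme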
Target sequence (P0A9M0 whole entry, looked up): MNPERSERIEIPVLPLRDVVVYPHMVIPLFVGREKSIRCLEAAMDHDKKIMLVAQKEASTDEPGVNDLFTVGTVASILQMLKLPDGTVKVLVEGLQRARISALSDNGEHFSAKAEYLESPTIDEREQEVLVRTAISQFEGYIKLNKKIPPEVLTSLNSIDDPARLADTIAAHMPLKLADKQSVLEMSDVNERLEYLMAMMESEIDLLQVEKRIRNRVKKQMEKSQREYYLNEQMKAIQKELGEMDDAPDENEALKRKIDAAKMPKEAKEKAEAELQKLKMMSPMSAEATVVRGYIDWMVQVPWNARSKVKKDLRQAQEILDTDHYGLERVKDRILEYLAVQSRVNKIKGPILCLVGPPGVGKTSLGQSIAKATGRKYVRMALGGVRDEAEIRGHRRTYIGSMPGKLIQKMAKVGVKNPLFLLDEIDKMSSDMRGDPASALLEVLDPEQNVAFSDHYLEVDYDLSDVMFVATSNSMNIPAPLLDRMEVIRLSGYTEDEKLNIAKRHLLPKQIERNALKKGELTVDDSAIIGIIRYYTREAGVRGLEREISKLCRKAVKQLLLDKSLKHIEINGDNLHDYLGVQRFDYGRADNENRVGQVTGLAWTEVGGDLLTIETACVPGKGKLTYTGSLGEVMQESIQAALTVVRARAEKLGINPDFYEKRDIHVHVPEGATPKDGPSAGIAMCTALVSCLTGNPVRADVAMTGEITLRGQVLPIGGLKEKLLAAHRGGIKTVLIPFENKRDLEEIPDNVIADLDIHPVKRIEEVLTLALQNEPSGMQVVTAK
Neddyl block = inhibitors of cullin neddylation, primary screen, biochemical, TR-FRET, uHTS, NAE and Ubc12; NEDD8-conjugating enzyme Ubc12 (Homo sapiens) + NEDD8-activating enzyme E1 regulatory …; calls only at 25 µM; 360,000 compounds, 0.58% hits; AID 651699, 2012; in the data active means inhibition above about 36%
MT1-MMP act inh = blockers of MT1-MMP proenzyme processing, primary screen, HT1080 RFP-PRO-GFP cells, GFP/RFP fluorescence; Matrix metalloproteinase-14 (Homo sapiens), P50281; GFP/RFP ratio fluorescence, overnight; percent of plate control window, DMSO zero; GFP/RFP ratio change, % at 20 µM; 360,000 compounds, 0.061% hits; AID 651647, 2012;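 active means GFP/RFP ratio change of at least 30% with cell ATP level not reduced by more than half and red fluorescence within 50% of control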; further: strong numbers were not always called active
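Assay system – RFP-PRO-GFP reporter HT1080 cells · Compound dosing – single dose of 20 µM compound, 1% DMSO final · Incubation – overnight compound exposure at 37 °C · Measure – GFP/RFP fluorescence ratio · Benchmarks – DMSO wells and RFP-L50D-GFP cells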
FAS-TE inh = FAS thioesterase domain inhibitors, primary screen, biochemical, fluorescence intensity, uHTS | recombinant FAS-TE, OMFH fluorogenic substrate, fluorescence endpoint | AID 602261, 2012 | Fatty acid synthase (Homo sapiens), P49327 | inhibition, % at 15 µM | 360,000 compounds, 0.67% hits;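 active means compounds whose normalised, plate-corrected inhibition of enzyme fluorescence in the single-dose primary screen is 50% or more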;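 further: 0% = DMSO with enzyme and 100% = substrate without enzyme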
CendR NRP1 mod = modulators of CendR peptide binding to NRP-1, primary screen, biochemical, fluorescence polarization, uHTS. Neuropilin-1 (Homo sapiens), O14786. FAM-RPARPAR peptide binding to NRP-1. inhibition, % at 25 µM. 360,000 compounds, 0.85% hits. AID 602438, 2012;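 active means inhibition or corrected inhibition above about 18%, plus a signal ratio from 0.5 to 1.5, limit read from the data, passing the limit was not always enough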; further: strong numbers were not always called active
MsrA inh = bovine MsrA enzyme inhibitors, primary screen, biochemical, absorbance, HTS; purified bovine MsrA, absorbance read-out; inhibition, % at 15.5 µM; 360,000 compounds, 0.75% hits; in the data active means inhibition above about 4.5%;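 further: 0% = vehicle wells with enzyme and 100% = reference inhibitor wells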
An asterisk follows results filed as active; i = inactive; · = no result given; & = joins results of further samples.

SMILES	MsrA act	SKN-1 inh	Rin1-Abl PPI inh	eLon inh	Neddyl block	MT1-MMP act inh	FAS-TE inh	CendR NRP1 mod	MsrA inh
Cc1cccc2[nH]c3c(=O)n(CCN4CCNCC4)cnc3c12	-9.9	-2.7	-0.1	-2.5	i	0.1	-8.6	1.2	1.4
CCCCn1c(=O)[nH]c(=O)c2c1nc(-c1ccc(OCC)cc1)n2CC	-5.6	17.6	0.9	6.0	i	2.0	-5.3	-4.8	1.8
CC(C)(C)c1nnc2sc(SCC(=O)N3CCc4ccccc43)nn2c1=O	-4.3	-16.4	1.3	-2.1	i	-0.8	14.4	-3.3	-0.7
COc1ccccc1CNCC(O)Cn1c2ccccc2c2ccccc21 (configuration not stated)	-7.0	3.1	2.3	-5.7	i	-13.9	1.2	-6.7	1.6
O=C(Cn1cc2c(n1)CCCC2)NCC1CCCO1 (configuration not stated)	-0.3	11.8	-1.4	-8.4	i	1.5	0.3	3.1	-0.2
CC(C)(C)n1nnnc1C1c2ccccc2C(=O)N1CCc1c[nH]c2ccccc12 (configuration not stated)	-1.2	-3.3	·	-0.9	i	-5.8	-9.1	-14.9	-0.3
O=C(COC(=O)c1ccco1)c1ccc(F)cc1	-1.4	-2.0	0.2	5.3	i	-2.7	-0.5	2.2	0.1
CCOC(=O)c1c(Nc2ccccc2)sc(/C=C2\C=Nc3ccccc32)c1O	-1.2	19.8	-2.9	-15.3	i	-9.6	-4.8	-148.7	·
O=C(NC1(C(=O)NC2CCCCC2)CCCCC1)c1ccc2c(c1)OCO2	-8.0	-4.5	2.8	-6.9	i	-1.7	-6.8	-5.8	-0.9
CCOc1ncnc2c1sc1nc3c(cc12)COC(C)(C)C3	-1.4	11.3	0.7	2.9	i	0.5	-8.0	-1.9	0.4
COC(=O)c1[nH]c2ccccc2c1NC(=O)/C=C/c1ccc2c(c1)OCO2	-1.0	9.0	-1.8	-22.8	i	3.6	1.5	-9.5	1.2
O=C1CC[C@H](O)CCN1[C@H](CSc1ccc(Br)cc1)Cc1ccccc1	-11.2	-8.7	2.7	-1.9	i	2.7	3.4	12.7	-0.9
CCCCCCSc1cccc(-c2nc3ccc(Cl)cn3c2NCc2ccccc2)c1	-2.2&-9.9	-7.8&-12.3	0.4	-8.5&-12.3	·	-6.9&6.4	17.8&40.0	-0.9&-19.0	-0.9&-1.3
Cc1c(C=O)c2ccccn2c1C(=O)c1cccs1	-10.6	3.9	-8.0	31.1*	i	-19.4	0.6	7.3	2.2
CCC(=O)N1CCN(c2ccc(Cl)cc2NC(=O)Cc2ccc(Cl)cc2)CC1	-2.1	12.2	5.4	-1.1	i	-8.7	25.2	6.0	-0.1
CCOc1ccccc1CN1CCNC(=O)C1CC(=O)NCCc1ccccn1 (configuration not stated)	-4.4	-1.7	-0.9	14.0	i	-0.5	-6.7	11.7	0.5
COC(=O)c1[nH]c(C)c(/C(O)=C2\C(=O)C(=O)N(CCN3CCOCC3)C2c2cccnc2)c1C (configuration not stated)	-3.6	-0.1	-1.4	3.9	i	-3.4	-8.2	3.0	2.4
C/C=C/C=C/C(=O)N1CC2(CC(c3cccc(NC(=O)CCCCC)c3)=NO2)C[C@H]1C(N)=O (some centres not stated)	-1.9	4.9	1.7	-7.1	i	0.4	-9.0	0.4	1.8
Cc1[nH]n(-c2ccccc2)c(=O)c1C(=O)c1ccccc1	-7.3	-24.7	-3.7	-8.0	i	-1.9	-2.5	7.6	0.4
O=C(COc1cccc2ccccc12)N/N=C/c1ccccc1OCc1ccc(C(=O)O)cc1	-4.3	-4.5	1.4	2.8	i	5.5	8.8	-15.0	1.3
O=C(Nc1ccccc1)Nc1ccc(Br)c(Cl)c1	6.9	-1.4	-1.4	-1.2	i	-10.6	10.6	-1.1	0.1
Cc1cccc(Nc2nnc(SCC(=O)Nc3ccccc3[N+](=O)[O-])s2)c1C	2.4	-5.7	1.0	-7.8	i	-0.4	13.7	10.3	-0.7
NC1=NC(=O)/C(=C\c2ccsc2)S1	-6.4	-3.2	0.6	-5.6	i	-0.4	-3.9	-30.3	3.6
CC(C)NC(=O)CN1CCN(C(c2ccnc3ccccc23)c2nnnn2-c2ccc3c(c2)OCCO3)CC1 (configuration not stated)	-3.7	14.1	·	-0.8	i	0.3	-11.6	1.5	-1.5
Cn1cc(S(=O)(=O)NC[C@H]2O[C@@H](n3cnc4c(N)ncnc43)[C@H](O)[C@@H]2O)cn1	-10.9	-14.7	-1.2	-3.1	i	0.7	-9.5	-14.7	-0.8

Single records, from the list above.
Record of COC(=O)c1[nH]c(C)c(/C(O)=C2\C(=O)C(=O)N(CCN3CCOCC3)C2c2cccnc2)c1C (configuration not stated) → MsrA act: -3.6; SKN-1 inh: -0.1; Rin1-Abl PPI inh: -1.4; eLon inh: 3.9; Neddyl block: i; MT1-MMP act inh: -3.4; FAS-TE inh: -8.2; CendR NRP1 mod: 3.0; MsrA inh: 2.4
Record of O=C(Cn1cc2c(n1)CCCC2)NCC1CCCO1 (configuration not stated) → MsrA act: -0.3; SKN-1 inh: 11.8; Rin1-Abl PPI inh: -1.4; eLon inh: -8.4; Neddyl block: i; MT1-MMP act inh: 1.5; FAS-TE inh: 0.3; CendR NRP1 mod: 3.1; MsrA inh: -0.2

Following part
SMILES	MsrA act	SKN-1 inh	Rin1-Abl PPI inh	eLon inh	Neddyl block	MT1-MMP act inh	FAS-TE inh	CendR NRP1 mod	MsrA inh
CCCc1nc2c(s1)CCc1onc(-c3ccc(Cl)cc3)c1-2	-3.5	-1.4	1.2	-2.2	i	-2.9	10.5	-0.8	-0.5
COc1ccccc1NS(=O)(=O)c1cc(C(=O)NCCCN2CCCC2=O)ccc1C	-3.9	-4.2	3.3	-7.9	i	-1.7	-5.8	0.3	-0.7
CCN(CC)C(=O)CSc1nnc(CCNC(=O)OC(C)(C)C)o1	-4.5	-14.9	-5.6	3.5	i	-0.1	-10.6	-4.0	0.0
COc1cccc(-c2cc3c(-n4cccc4)ncnc3o2)c1	1.3	10.3	-1.5	-6.0	·	-13.3	21.2	0.6	5.5*
Cc1cccc(NC(=O)C2CCCN2S(=O)(=O)c2ccc(F)cc2)c1C (configuration not stated)	-0.9	-9.6	-2.2	7.5	i	-0.5	-1.5	2.7	1.1
CCOC(=O)C1CCN(C(=O)Cn2nc(CC)n3cccc3c2=O)CC1	-1.3	-14.0	-1.6	-2.4	i	6.4	-0.5	-1.9	-0.6
COc1cc(OC)c(NC(=S)Nc2cccc(C)c2)cc1Cl	-10.9	-0.8	-0.2	0.4	i	-1.7	1.3	12.9	0.0
N#CCCN(C(=O)Nc1ccccc1)c1ccccc1	-3.5	-14.8	2.6	-3.8	i	1.4	6.8	28.0*	-0.7
O=C(Nc1cccc(C(F)(F)F)c1)c1ccc(Cn2cc(Br)cn2)o1	-1.8	-2.4	-0.9	7.1	i	11.8	30.6	-3.4	0.8
CC(=O)c1ccc(N2CCN(C(=O)C3CCN(S(=O)(=O)c4ccc5c(c4)CC(C)N5C(C)=O)CC3)CC2)cc1 (configuration not stated)	-5.8	1.8	-1.1	0.5	i	4.9	4.7	8.4	2.5
O=C(NC1CC1)c1[nH]c(C(F)(F)F)nc1-c1ccccc1	-1.9	-4.7	0.0	-8.6	i	2.9	-8.0	-0.2	0.6
CCCCCC(=O)Nc1cc(S(=O)(=O)N2CCCCC2)ccc1N1CCCCC1	-2.7	9.6	3.5	0.0	i	-12.9	29.6	-7.7	0.3
Cc1ccc(S(=O)(=O)CCC(=O)OCC(=O)c2c(C)[nH]c3ccccc23)cc1	-0.6	·	-0.9	-12.6	·	·	·	·	-1.4
CSCCC(NC(=O)C1CCC(C)CC1)C(=O)Nc1ccc(NC(C)=O)cc1 (configuration not stated)	-1.7	0.1	1.0	2.8	i	1.6	8.6	-5.0	0.5
CCOC(=O)C1CCN(C(=O)CCNS(=O)(=O)c2ccc3c(c2)CCN3C(=O)CC)CC1	-1.7	-1.5	1.7	-0.5	i	1.2	-2.7	4.8	-0.7
Cc1cc(NS(=O)(=O)c2ccc(NC(=O)COc3ccccc3Cl)cc2)no1	-2.7	3.9	-4.1	6.2	i	-0.9	-7.5	-15.0	0.4
CC(C)(C)NC(=O)C(c1ccncc1)N(C(=O)c1csnn1)c1cccc2ccccc12 (configuration not stated)	-3.6	-6.7	4.8	6.7	i	-1.5	-1.9	-8.5	-1.4
COc1ccc(-c2nc(C)sc2CC(=O)O)cc1OC	-1.8	4.1	5.4	-6.3	i	1.0	-4.0	-0.4	-1.4
COc1ccc(CNS(=O)(=O)NCc2ccccc2)cc1	-4.1	-1.2	-0.3	1.1	i	-1.6	-0.6	11.2	-1.0
COC(=O)c1cc2sc(Cl)cc2n1CC(=O)N1CCCc2ccccc21	-0.6	13.8	0.1	2.5	i	-5.1	33.7	-6.5	·
Cc1ccc2c(c1)NC(=O)C(CC(=O)O)O2 (configuration not stated)	-3.5	-4.3	0.6	-4.8	i	0.3	-7.4	-4.7	-0.2
O=S(=O)(c1cccc(COc2c(Cl)cccc2Cl)c1)N1CCOCC1	-0.8	12.6	-1.2	-13.1	i	-6.8	22.7	1.9	-0.8
CCn1c(=O)n(CC(=O)N(C)Cc2ccccc2)c(=O)c2ccccc21	-2.8	18.2	-0.4	1.1	i	2.9	-0.6	-2.5	-0.8
COc1ccc(-c2nc(NC(=O)c3ccc(OCC(=O)N4CCOCC4)c(OC)c3)sc2C)cc1	-1.3	12.2	-4.0	-7.2	i	-1.2	-0.9	3.8	-1.8
O=C(CSc1nc2ccccc2[nH]1)Nc1nc(-c2cccc(Br)c2)cs1	-6.5	-0.8	-3.0	6.3	i	-2.6	-10.0	7.2	2.6
N#Cc1c(NC(=O)c2nc3ncccn3n2)sc2c1CCCCC2	-3.0	10.8	-1.4	2.1	i	5.7	-5.1	-16.2	1.4

Some of the entries so far, as a markdown table.
| structure | MsrA act | SKN-1 inh | Rin1-Abl PPI inh | eLon inh | Neddyl block | MT1-MMP act inh | FAS-TE inh | CendR NRP1 mod | MsrA inh |
| --- | --- | --- | --- | --- | --- | --- | --- | --- | --- |
| CCCCn1c(=O)[nH]c(=O)c2c1nc(-c1ccc(OCC)cc1)n2CC | -5.6 | 17.6 | 0.9 | 6.0 | i | 2.0 | -5.3 | -4.8 | 1.8 |
| O=C(NC1(C(=O)NC2CCCCC2)CCCCC1)c1ccc2c(c1)OCO2 | -8.0 | -4.5 | 2.8 | -6.9 | i | -1.7 | -6.8 | -5.8 | -0.9 |
| COC(=O)c1cc2sc(Cl)cc2n1CC(=O)N1CCCc2ccccc21 | -0.6 | 13.8 | 0.1 | 2.5 | i | -5.1 | 33.7 | -6.5 | · |
| CCN(CC)C(=O)CSc1nnc(CCNC(=O)OC(C)(C)C)o1 | -4.5 | -14.9 | -5.6 | 3.5 | i | -0.1 | -10.6 | -4.0 | 0.0 |
